NPYLR7 agonist: agonists of mosquito NPYLR7 receptor, primary screen, cell-based, Aedes aegypti, calcium fluorescence, mosquito biting behavior. Aedes aegypti neuropeptide Y-like receptor 7 (NPYLR7). HEK293T NPYLR7/Galpha15, GCaMP6s calcium fluorescence. activation, % at 10 µM. 270,000 tested, 0.15% active. AID 1259423, 2018; in the data active = activation above about 40%;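 also: 0% = vehicle and 100% = reference agonist at the receptor; some compounds past the cut are filed as inactive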
mcGAS lum: cyclic GMP-AMP synthase inhibitors, mouse, primary biochemical chemiluminescence | recombinant cGAS, Kinase-Glo ATP depletion luminescence | inhibition, % at 12.5 µM | 160,000 tested, 0.15% active;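 also: 0% = negative control wells and 100% = reference inhibitor with no enzyme activity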
hcGAS inh: Primary biochemical luminescence assay for human cyclic GMP-AMP synthase inhibitors; Q8N884; recombinant h-cGAS, ATP depletion, Kinase-Glo luminescence; inhibition, % at 12.5 µM; 290,000 tested, 0.081% active; AID 1259398, 2018;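 also: 0% = vehicle reaction and 100% = reaction without DNA for no activity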
Target sequence (Q8N884 whole entry, looked up): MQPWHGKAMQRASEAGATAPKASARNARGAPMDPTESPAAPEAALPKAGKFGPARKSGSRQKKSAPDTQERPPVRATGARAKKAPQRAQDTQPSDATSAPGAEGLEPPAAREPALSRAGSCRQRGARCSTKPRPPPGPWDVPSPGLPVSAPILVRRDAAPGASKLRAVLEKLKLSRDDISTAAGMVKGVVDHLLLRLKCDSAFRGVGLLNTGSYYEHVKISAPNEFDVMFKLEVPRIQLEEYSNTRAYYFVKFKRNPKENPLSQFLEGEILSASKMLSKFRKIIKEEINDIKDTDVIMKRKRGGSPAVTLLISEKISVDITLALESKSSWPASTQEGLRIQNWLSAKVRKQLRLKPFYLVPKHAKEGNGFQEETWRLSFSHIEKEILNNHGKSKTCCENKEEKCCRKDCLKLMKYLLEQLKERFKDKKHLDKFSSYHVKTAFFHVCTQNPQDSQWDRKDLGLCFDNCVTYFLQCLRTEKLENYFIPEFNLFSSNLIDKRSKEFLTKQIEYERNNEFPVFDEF
The depositor's hits bear a star; · = no result given; & = joins results of further samples. Rule as the data show it, unless noted: active = inhibition above about 40%; inactive = the rest.

Structure,NPYLR7 agonist,mcGAS lum,hcGAS inh
O=C1C2CCCN2C(c2cccs2)N1c1ccccn1 (configuration not stated),8.7,-5.8,-4.2
CN(C)C(=O)Oc1ccc2oc(=O)cc(-c3cc4ccccc4o3)c2c1,-3.6,0.9,-4.3
CCC(C)n1[nH]c(=O)c2c1NC(=O)CSC2c1ccc2c(c1)OCO2 (configuration not stated),0.7,-5.0,-5.2
C/C(=C\c1csc(C)n1)[C@@H]1C[C@@H]2O[C@@H]2CCC[C@H](C)[C@H](O)[C@@H](C)C(=O)C(C)(C)[C@@H](O)CC(=O)O1,-5.1,-10.5,-6.3
CN1C(=O)N(C)C(=O)C(CCc2ccncc2)(CCc2ccncc2)C1=O,7.8,·,-0.1
COc1cc([C@@H]2c3cc4c(cc3[C@H](OC(C)=O)[C@H]3COC(=O)[C@H]23)OCO4)cc(OC)c1OC,-10.4,·,3.7
CN1CCc2cc3c(cc2[C@H]1[C@@H]1OC(=O)c2c1ccc1c2OCO1)OCO3,-7.2,·,-5.7
O=c1oc(-c2ccc(F)cc2)nc2ccccc12,-3.9,-5.2,0.6

Structure,NPYLR7 agonist,mcGAS lum,hcGAS inh
COc1ccc(C2(NC3C=CCCC3)CCOCC2)cc1 (configuration not stated),5.4,·,-12.3
O=C1NC2CCCCN2Cc2sc(Cl)cc21 (configuration not stated),0.8,·,-7.1
NC(Cc1ccc(F)cc1)c1csc(Nc2ncccn2)n1 (configuration not stated),0.6,·,-2.1
COCC(C)NC(=O)c1nn(Cc2ccc(S(=O)(=O)N(C)OC)cc2)c2ccccc12 (configuration not stated),-4.3,10.6,4.5
CCNC(Cc1ccc(C)cc1)C1CC1 (configuration not stated),17.9,·,-9.4
O=[N+]([O-])c1ccc(C=NNP(=S)(c2ccccc2)c2ccccc2)o1,3.5,-4.7,-5.1
COc1cccc(C=C2C(=O)NC(=S)NC2=O)c1,-1.7,·,2.3
COC(=O)C1C(=N)Oc2cc(C)[nH]c(=O)c2C12C(=O)N(Cc1ccc(Cl)cc1)c1ccccc12 (configuration not stated),-0.5,-7.5,-1.5

The last 4 entries of the section above open the next one:
Structure,NPYLR7 agonist,mcGAS lum,hcGAS inh
CCNC(Cc1ccc(C)cc1)C1CC1 (configuration not stated),17.9,·,-9.4
O=[N+]([O-])c1ccc(C=NNP(=S)(c2ccccc2)c2ccccc2)o1,3.5,-4.7,-5.1
COc1cccc(C=C2C(=O)NC(=S)NC2=O)c1,-1.7,·,2.3
COC(=O)C1C(=N)Oc2cc(C)[nH]c(=O)c2C12C(=O)N(Cc1ccc(Cl)cc1)c1ccccc12 (configuration not stated),-0.5,-7.5,-1.5
CCCCOC(=O)C1CN1C(CC)C(=O)OCC (configuration not stated),-9.4,·,0.6
Cc1noc(C)c1NC(=O)N1CCN2CCN(C)CC2C1 (configuration not stated),1.8,·,-4.8
C[C@@H]1O[C@@H](O[C@H]2CC[C@]3(C=O)C4CC[C@]5(C)[C@@H](C6=CC(=O)OC6)CC[C@]5(O)C4CC[C@]3(O)C2)[C@H](O)[C@H](O)[C@H]1O (some centres not stated),·,-3.0,-4.2
c1csc(N2CCC3(CCNCC3)C2)n1,3.7,-16.4,-4.5
CC(C)Cc1ccc(CN2CCN(C)C(CCO)C2)cc1 (configuration not stated),6.5,·,-1.2
Cc1ccccc1OCC(=O)N1CCN(Cc2ccc(-c3noc(-c4cccc(Cl)c4)n3)cc2)CC1,7.7,-5.9,-3.9
N#CC(C#N)=Cc1ccc(Cl)cc1,-7.3,·,2.0
CCCCN(C)C(=O)c1nn(Cc2ccc(C(=O)N(C)c3ccc(OC)cc3)cc2)c2ccccc12,-0.1,-3.0,-2.9

Structure,NPYLR7 agonist,mcGAS lum,hcGAS inh
c1c(CN2CCC3(CCCC3)C2)noc1C1CC1,·,-6.5,-13.4
Cc1cc(C(=O)N2CCN3CCN(C)CC3C2)c(=O)n(C)c1C (configuration not stated),-4.0,·,-1.4
Cc1cccc(C(C)C)c1NC(=O)CNC(C)Cc1cnccn1 (configuration not stated),0.5,·,-4.6
O=C(Cc1c(F)cccc1F)N1CCN(Cc2cccc(-c3noc(-c4cccs4)n3)c2)CC1,2.4,-6.4,-6.6
COc1ccn(C)c(=O)c1C#N,-5.9,-6.4,-9.5
O=C(c1nn(Cc2cccc(Oc3ccccc3)c2)c2ccccc12)N1CCN(C(=O)C2CCCO2)CC1 (configuration not stated),5.6,-4.2,-6.2
Cc1cccc(Nc2nnc(CC(=O)N3CCN(C4CCCCC4)CC3)s2)c1,-7.8,·,-0.2
C[N+]1([O-])[C@@H]2CC(OC(=O)[C@H](CO)c3ccccc3)C[C@H]1[C@@H]1O[C@@H]12 (some centres not stated),-3.4,0.0,-1.8

Structure,NPYLR7 agonist,mcGAS lum,hcGAS inh
CC(C)CNC(=O)CN1C(=O)CSC(c2cccc(F)c2)c2c(C(C)(C)C)nn(C)c21 (configuration not stated),13.8,-3.6,-15.3
O=c1[nH]c(O)c(CN2CCOCC2)c(=O)[nH]1,1.7,·,-4.5
COc1ccc(C)c2sc(N(CCN3CCOCC3)C(=O)Cc3ccc(F)cc3)nc12,11.6,·,-8.2
COc1c2c(cc3c1OCO3)C13C=C[C@H](OC)CC1N(C2)CC3O (some centres not stated),9.4,·,-4.7
O=C(c1ccccc1)C1CCCN(Cc2nc(-c3cccs3)no2)C1 (configuration not stated),-6.0&16.4,-13.7,-3.0&-8.8
C#C[C@]1(O)CC[C@H]2[C@@H]3CCC4=CC(=O)CC[C@]4(C)[C@H]3CC[C@@]21C,0.6,-4.1,-3.1
CC(C)Cc1cc(C(=O)N2CC[C@@H]3CC[C@H](C2)N3C)on1,·,-6.7,-10.0
O=C(c1ccc(OC(F)(F)F)cc1)N1CCN(CCOC(c2ccccc2)c2ccccc2)CC1,4.0,-8.7,-11.5

Structure,NPYLR7 agonist,mcGAS lum,hcGAS inh
CN(c1ccccc1)S(=O)(=O)c1ccc(Cn2nc(C(=O)Nc3ccon3)c3ccccc32)cc1,7.4,-5.2,-4.7
COc1ccc(CC(=O)N2CCN(Cc3cccc(-c4noc(-c5cccs5)n4)c3)CC2)cc1,5.0,-6.4,-6.5
CN1CCN(C)C2(CCN(c3ccnc4cc(Cl)ccc34)CC2)C1,7.7,-15.3,-3.8
O=C(CCC(=O)N1CC2CC(C1)c1cccc(=O)n1C2)NC1CCCCC1 (configuration not stated),4.6,-3.9,-8.2
O=C(O)c1cccc(S(=O)(=O)N2CCN(CCOC(c3ccccc3)c3cccc(C(F)(F)F)c3)CC2)c1 (configuration not stated),26.7,-8.6,-4.6
CC(=O)N(Cc1cccnc1)CC1CN(Cc2ccsc2)CC1c1ccc(C)cc1 (configuration not stated),·,-1.9,-0.2
CCNC1(c2cccs2)CCCCC1=O (configuration not stated),-6.9&8.8,·,-3.0&-6.5
CC(=O)[C@H]1CCC2C3CC[C@H]4C[C@H](O)CC[C@]4(C)C3CC[C@@]21C (some centres not stated),4.5,-3.3,-0.6

Structure,NPYLR7 agonist,mcGAS lum,hcGAS inh
CCP(=S)(CC)c1ccc(N(C)C)cc1,-5.1,·,-6.6&-10.5
CC12CN3CC(C)(CN(C1)C31CCCC1)C2=O,0.0,·,0.3
CN1C2CCCC1CC(=O)C2,-1.8,·,-4.6
Cc1cccn2c(=O)c3cc(C#N)c(=O)n(CC(C)C)c3nc12,-4.8,0.8,1.8
CC1CCCC(=O)CCCC=Cc2cc(O)cc(O)c2C(=O)O1 (configuration not stated),2.8,·,6.0
CCN(CC)S(=O)(=O)c1ccc(Cl)c(C(=O)Oc2cccc3cccnc23)c1,-11.1,5.0,4.4
CN1CCc2nc3sc4c(=O)[nH]c(=O)[nH]c4c3cc2C1,17.8,·,-4.1
COC(=O)COc1cc(Cl)c(Cl)cc1Cl,-4.0,·,-3.5

Structure,NPYLR7 agonist,mcGAS lum,hcGAS inh
C[C@H]1C(=O)O[C@@H]2CCN3CC=C(COC(=O)[C@](C)(O)[C@]1(C)O)[C@H]23,-2.6,-3.9,-8.1&-5.5
N#CC1C(=N)Oc2c(c(=O)oc3ccccc23)C1c1ccoc1 (configuration not stated),-2.2,·,-0.3
CC(C)c1ccc2c(c1O)CC[C@H]1C3=C(CC[C@]21C)C(=O)OC3,-8.1,·,-3.2
CC(C)N(C(=O)CCl)c1ccccc1,-4.6&-1.8,-5.8,-3.9&-4.0
Cc1ccc2c(c1)[C@H]1NCCC(=O)NC[C@H]1CO2,1.9,-7.1,-9.2
O=[N+]([O-])/C=C/c1ccc2c(c1)OCO2,1.0,11.6,-1.4
O=C(NCCc1cccnc1)N1CCN(C2CC3CCC2C3)CC1 (configuration not stated),8.5,·,-1.2
NC1(c2nc(-c3ccc(O)cc3)no2)CCCCC1,-5.4,-8.6,-1.7

Structure,NPYLR7 agonist,mcGAS lum,hcGAS inh
CCOC(=O)C(=O)Nc1ccc2[nH]cc(CCN3CCOCC3)c2c1,2.6,-7.4,-6.8
Cc1cccc(C)c1NC1=NCCCS1,-9.8&-1.0&3.1,-3.3,-0.7&-9.2&8.1
CC(C)(C)c1nn(-c2cccc(Cl)c2)c2c1C(c1cccs1)SCC(=O)N2CC(=O)O (configuration not stated),-3.4,-5.3,-1.6
COc1cc(OC)c([C@H]2C=C(C)[C@H]3C[C@@H]2C3(C)C)c(OC)c1,-6.9,·,-4.0
CC12CNCC(C)(CN(P(=O)(Oc3ccccc3)Oc3ccccc3)C1)C2=O,4.4,·,-3.3
Cc1ccc(C2=CCN(CCC(=O)NC(N)=O)CC2)cc1,0.9,·,-6.4
CC[C@@]1(O)C[C@H](O)c2c(cc3c(c2O)C(=O)c2c(O)ccc(O)c2C3=O)[C@H]1C(=O)OC,-12.9,·,-6.0
COc1cccc(Oc2coc3cc(OC(=O)N(C)C)ccc3c2=O)c1,1.6,·,-10.9

Structure,NPYLR7 agonist,mcGAS lum,hcGAS inh
CC(C)CN(Cc1cc(NC(=O)c2ccccc2Cl)ccc1N(C)C1CCN(C)CC1)C(=O)c1ccccc1Cl,5.4,-3.5,-6.7
CN(C)c1nc(CN2CCN(C(=O)Cc3ccccc3F)CC2)ns1,6.2,·,-6.7
CN[C@@H]1[C@@H](O)C(OC2[C@@H](N)C[C@@H](N)[C@H](O[C@H]3O[C@H](C(C)O)[C@@H](O)[C@H](O)[C@H]3N)[C@H]2O)OC[C@]1(C)O (some centres not stated),·,-2.8,-5.0
CC(C)=CC(=O)N1CCN(C)C2(CCN(C)CC2)C1,0.2,·,-1.7
CC(=O)OCC1=C(C(=O)O)N2C(=O)[C@@H](N)[C@H]2SC1,-3.5,·,-4.9
COC(C)(C)CCC[C@H](C)C/C=C/C(C)=C/C(=O)OC(C)C,-2.6&-4.3,·,-4.0&5.6
Cc1cccc(-n2nc(C(C)(C)C)c3c2N(CC(=O)N2CCCC2)C(=O)CSC3c2ccc(F)cc2F)c1 (configuration not stated),5.3,-3.6,1.5
CC(CN(C)C)C(C#N)(c1ccccc1)c1ccccc1 (configuration not stated),8.2,·,-1.4

Structure,NPYLR7 agonist,mcGAS lum,hcGAS inh
O=C(CCN1C(=O)c2ccccc2C1=O)Nc1ccc(Cl)cc1C(=O)c1ccccc1,-19.5,0.2,4.5
O=C(O)COc1ccc(CN2CCN(CCOC(c3ccccc3)c3ccccc3)CC2)cc1,0.9,-0.2,7.2
O=c1c2cc(I)ccc2nc(/C=C/c2c[nH]c3ccccc23)n1-c1ccccc1,2.2,·,-12.4
Cc1cccnc1CN1CCN(C(=O)COc2cccnc2)CC1,3.9,·,-7.2
CCOC(=O)C1C(=N)Oc2cc(C)n(CC)c(=O)c2C12C(=O)N(CC(C)C)c1ccccc12 (configuration not stated),0.5,-8.2,-4.1
CN(C)C1(c2nnnn2CCOC(=O)Nc2ccc(Cl)cc2)CCCCC1,2.8,-7.1,-5.0
CCc1c(C(=O)NC2CC2)cnn1Cc1ccccc1,0.0,-1.8,-3.7
COc1ccc(C=C2C(=O)NC(=O)NC2=O)c(OC)c1,2.1,-7.7,10.9

Structure,NPYLR7 agonist,mcGAS lum,hcGAS inh
CCc1cccc2c(C3=CCNCC3)c[nH]c12,-1.8,·,-9.3
O=c1oc2ccccc2c(O)c1Cc1c(O)c2ccccc2oc1=O,1.6&-10.4&-2.7,1.0,-6.5&-1.5&-6.5
CCN(CC)CC(O)c1ccc(C2CCCC2)cc1 (configuration not stated),20.9,·,-9.1
CN(c1ccccc1)S(=O)(=O)c1ccc(Cn2nc(C(=O)Nc3nccs3)c3ccccc32)cc1,-4.3,-1.6,-2.9
COC(=O)c1ccc(OC(=O)N(C)c2ccc(C)cc2)cc1,-1.9,-15.8,-8.1
O=C(CCN1CCC(c2cccc(O)c2)CC1)Nc1cccnc1,2.2,·,-3.5
CN(C)C(=O)Oc1ccc2cccc(OC(=O)N(C)C)c2c1,-1.7,·,-2.8
Cc1cc(C)nc(NC2=NCCN2)n1,-1.5,-4.4,-2.3

Structure,NPYLR7 agonist,mcGAS lum,hcGAS inh
COC(=O)c1ccc(CNC(=O)CN2C[C@H]3C[C@@H](C2)c2cccc(=O)n2C3)o1,3.1,-11.4,-5.6
N#Cc1cnc2c(C#N)cnn2c1N,0.2,·,-4.8
C[C@]12CCC3C(CC[C@H]4C[C@@H](O)CC[C@]34C)C1CC[C@@H]2O (some centres not stated),5.7,-3.1,-4.8
O=C1CS(=O)C2(CCNCC2)N1CC1CC1 (configuration not stated),·,-6.0,-7.6
CCOC(=O)c1c(C)n(Cc2ccccc2)c2ccc(OC(=O)c3cccc(Br)c3)cc12,-6.6,-5.4,-6.1

Screening results: PubChem BioAssay, Fisher Drug Discovery Resource Center

The list is partial (hit frequency here may not be typical).
